Screens (PubChem BioAssay)
CaV13 FRET inh = Primary screen for inhibitors of IQ motif and Ca2+-dependent inactivation inhibitor domain binding in CACNA1D, Förster resonance energy transfer in living cells, …; 0.098% of 340,000 active; AID 743397; inhibition, % at 12.3 µM; HEK cells, CFP/YFP FRET ICDI-IQ, plate reader, 10 min; percent FRET-ratio fall versus neutral wells;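 active = mean replicate inhibition of at least 30% and at least 1% of replicates passing that level; inconclusive = only one of the two criteria is met; inactive = neither criterion is met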;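 also: 0% = median of the neutral control wells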
aDG glyco up = increases alpha dystroglycan glycosylation. Pro5-aDG cells, alpha-DG glycosylation AlphaScreen (IIH6); 0% Pro5, 100% B10-LARGE cell signal. activation, % at 10 µM. 0.22% of 360,000 active. AID 624168;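 active = activation of at least 8% versus controls, or a plate z-score of at least 8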;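 also: Pro5 are CHO cells carrying HIG-tagged alpha-DG that lacks glycosylation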
ABCB6 inh 2 = inhibitors of human ABC transporter ABCB6; Q9NP58; 0.19% of 360,000 active; K562-ABCB6 porphyrin accumulation, flow cytometry, 1 h; hits give low values; AID 602162; fluorescence ratio to DMSO, % at 10 µM;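 active = fluorescence ratio to DMSO below 75%, the collection mean minus 3 SD; inconclusive = too few cells collected in the well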;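 also: signal is porphyrin accumulated inside mitochondria; 100% equals median channel fluorescence of DMSO control wells; lower ratio means ABCB6 inhibition with less porphyrin fluorescence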
Vif imaging = inhibitors of HIV Vif. inhibition, % at 7.49 µM. HEK293T cells, Vif self-association by quenched fluorescence, imaging, 24 h. AID 602346. 0.35% of 340,000 active; in the data active = inhibition above about 50%, passing the limit was not always enough; inconclusive = no clear call, values can overlap the other calls; inactive = below about 31%; also: some results filed as inactive read as strong as hits
PDI turbidity = blocks human protein disulfide isomerase activity; AID 588391; PDI insulin aggregation turbidity, A650, 90 min; 0.052% of 350,000 active; inhibition, % at 10 µM;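 active = mean inhibition across replicates of 30% or more, whatever share of single replicates reach that level; inconclusive = mean inhibition below 30% while every single replicate reaches 30%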;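 also: absorbance from insulin aggregation driven by PDI reduction with DTT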
MC4R antag cAMP = human MC4R antagonism in cAMP assay; 0.48% of 360,000 active; P32245; inhibition, % at 6.5 µM; MC4R-expressing cells, MTII-stimulated cAMP, LANCE TR-FRET;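 active = inhibition above its plate's cutoff, the mean of tested wells on that plate plus 3 SD, cut at about 29% in these data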;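 also: 0% = Melanotan II alone and 100% = Melanotan II plus saturating MCL0020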
Target sequence (P32245 whole entry, looked up): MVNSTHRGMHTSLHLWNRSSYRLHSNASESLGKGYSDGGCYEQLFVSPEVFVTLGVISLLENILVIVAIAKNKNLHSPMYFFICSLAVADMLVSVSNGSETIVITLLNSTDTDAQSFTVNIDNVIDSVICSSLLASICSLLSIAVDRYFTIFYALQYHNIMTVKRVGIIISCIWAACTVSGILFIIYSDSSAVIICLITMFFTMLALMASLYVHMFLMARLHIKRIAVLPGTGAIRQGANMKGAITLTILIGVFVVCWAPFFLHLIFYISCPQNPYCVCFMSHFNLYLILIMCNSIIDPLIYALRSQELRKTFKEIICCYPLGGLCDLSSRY
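System: U2OS cells stably expressing human melanocortin 4 receptor (MC4R). Reagent: Melanotan II challenge after compound preincubation. Doses: 6.5 µM. Times: 30-min compound, 1-h challenge, 1-h detection, room temperature. Measured by: TR-FRET with Eu-cAMP and labeled anti-cAMP, 671 nm. Replicates: singlicate.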
MC4R barr agon = human MC4R agonism via beta-arrestin. activation, % at 8.9 µM. P32245. U2OS MC4R beta-arrestin complementation, luminescence; percent of melanotan II response, DMSO zero. 0.98% of 360,000 active;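 active = activation above a per-plate cutoff, the mean activation of sample wells on that plate plus 3 SD, cut at about 8% in these data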
m5-HT2A agonist = mouse HTR2A agonism via beta-arrestin recruitment. P35363. CHO-K1 mHTR2A beta-arrestin complementation, luminescence; percent of 30 µM serotonin response. activation, % at 7.6 µM. 0.66% of 360,000 active. AID 624169;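 active = activation above a run cutoff, the mean activation of all tested compounds plus 3 SD, cut at about 14% in these data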;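 also: 0% = plate median of compound wells and 100% = 30 µM serotonin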
Target sequence (P35363 whole entry, looked up): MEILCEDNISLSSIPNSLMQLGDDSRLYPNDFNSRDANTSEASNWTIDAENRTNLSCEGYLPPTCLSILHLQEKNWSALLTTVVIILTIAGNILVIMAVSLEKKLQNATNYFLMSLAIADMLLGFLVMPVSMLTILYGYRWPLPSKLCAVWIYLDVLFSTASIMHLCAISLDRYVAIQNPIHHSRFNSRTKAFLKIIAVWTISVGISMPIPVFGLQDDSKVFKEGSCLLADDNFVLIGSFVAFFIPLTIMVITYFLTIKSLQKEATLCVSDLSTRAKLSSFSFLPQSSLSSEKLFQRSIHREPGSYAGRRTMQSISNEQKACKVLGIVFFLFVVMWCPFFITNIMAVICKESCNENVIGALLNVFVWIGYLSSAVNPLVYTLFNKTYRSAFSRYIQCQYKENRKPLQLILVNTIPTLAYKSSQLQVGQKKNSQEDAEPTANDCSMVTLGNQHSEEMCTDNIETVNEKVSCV
Glyco luc inh = N-linked glycosylation inhibition | reporter increase, % at 12.5 µM | D54 ERlucT glycosylation luciferase reporter, 24 h; percent of 100 nM tunicamycin response | 0.23% of 360,000 active;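 active = mean luciferase reporter signal, scaled so untreated is 0 and the glycosylation-blocking control 100, at or above a set limit in every replicate; inconclusive = mean reaches the limit but not every replicate does; inactive = mean below the limit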;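 also: luciferase carries N-glycosylation sites so blocking glycosylation raises the light; 0% = median of neutral control wells and 100% = median of 100 nM tunicamycin wells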
Cardio protect = myocardial damage modulation in H9c2 cells | 0.63% of 360,000 active | protection from H2O2 cell death, % at 20 µM | H9c2 cardiomyocytes, H2O2 injury protection, ATPLite, 2 h;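 active = compounds giving at least 50% protection of heart cells from peroxide-induced death in the single-dose screen, raw or plate-pattern-corrected value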;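 also: 0% = DMSO wells with peroxide and 100% = DMSO wells without peroxide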
Active calls of the source: *; ? = inconclusive; . = not tested or not shown. Hits appear at their usual frequency; any-hit rate near 3.6%.

Every second line gives: CaV13 FRET inh | aDG glyco up | ABCB6 inh 2 | Vif imaging | PDI turbidity | MC4R antag cAMP | MC4R barr agon | m5-HT2A agonist | Glyco luc inh | Cardio protect
[1] COc1ccc(CCN(C)S(=O)(=O)c2ccc(Cl)nc2)cc1OC
→ -5 | 0.2 | 91 | 14 | -6 | 1 | -0.9 | 0 | -2 | -5
[2] C=C/C(C)=C/CC1C(=C)CCC2C(C)(C(=O)O)CCCC12C (configuration not stated)
→ . | 0.1 | ? | -3 | . | -2 | -0.8 | 2 | 1 | 0
[3] Cc1ccc2nc(SCC(=O)Nc3ccc(F)c([N+](=O)[O-])c3)[nH]c2c1
→ -3 | 4.0 | 86 | 4 | -7 | 13 | -2.9 | -2 | 2 | 0
[4] O=c1[nH]c(Cc2cccs2)nc2scc(-c3ccc(Cl)cc3)c12
→ -1 | 1.2 | 102 | -14 | -7 | 6 | 5.3 | 1 | -4 | -17
[5] CS(=O)(=O)N1CCN(C(=O)COc2ccc3ccccc3c2)CC1
→ -5 | 0.1 | 92 | 1 | 4 | 4 | -1.5 | 0 | 1 | 0
[6] c1ccc(Nc2cc(Nc3ccccc3)[nH]n2)cc1
→ -4 | 0.2 | 89 | -2 | 0 | -7 | 2.8 | -2 | 0 | -8
[7] S=C(NCCCN1CCOCC1)NN=C1c2ccccc2-c2ccccc21
→ -5 | 0.5 | 101 | 2 | 0 | 0 | -1.9 | -28 | 11 | 2
[8] Cc1cccc(CN2CCSCC2)c1
→ 0 | 0.0 | 99 | 21 | -3 | 1 | -0.2 | 2 | 0 | 0
[9] CCN1CCCC1CN(Cc1cc2ccc(C)cc2[nH]c1=O)C(=S)Nc1ccccc1C(=O)OC (configuration not stated)
→ -6 | 1.5 | 100 | -3 | 7 | 2 | -1.2 | -4 | -5 | 26
[10] CC1(C(=O)NNC(=O)c2cccc([N+](=O)[O-])c2)CC1(Br)Br (configuration not stated)
→ -2 | 2.8 | 98 | -1 | 10 | 15 | 2.5 | -5 | -1 | 1
[11] C=CCNC(=O)C1CC2Cn3c(nc4cc(Cl)c(Cl)cc43)C2N1C (configuration not stated)
→ -5 | -0.1 | 100 | . | 5 | 6 | -0.8 | -3 | 1 | 0
[12] COc1ccc(C(C#N)CC(=O)c2ccc3c(c2)OCO3)cc1OC (configuration not stated)
→ -6 | -0.2 | 96 | 0 | -1 | 6 | 0.2 | -1 | -1 | 1
[13] CC(NC(=O)c1cccnc1)C(c1cccs1)N1CCN(c2ccccc2F)CC1 (configuration not stated)
→ 4 | -0.1 | 94 | 0 | -6 | -1 | 7.1 | 6 | -1 | 5
[14] O=C(Cn1[nH]c(=O)c2ccccc2c1=O)N1CCN(S(=O)(=O)c2ccc(Cl)cc2)CC1
→ -5 | -0.2 | 101 | 2 | 3 | 0 | -1.4 | 2 | 0 | 74*
[15] NC(=O)C1(Nc2ccc(-c3ccc(Cl)cc3)cc2)CCCC1
→ -4 | 0.0 | 105 | -11 | -1 | 21 | -0.3 | -8 | -2 | -6
[16] Nc1c(Cl)cc(C2=NCCn3nc4ccccc4c32)cc1Cl
→ -5 | -0.3 | 97 | . | -4 | -13 | -0.1 | -6 | 3 | 0
[17] CS(=O)(=O)c1cccc(-c2csc(N3CCC(C(N)=O)CC3)n2)c1
→ -4 | -0.1 | 100 | -1 | -1 | 0 | -0.9 | 0 | 2 | -10
[18] CN(C)CCn1c(=S)[nH]c2ncccc2c1=O
→ 1 | 0.0 | 102 | 8 | 2 | 15 | -1.4 | -3 | 3 | 3
[19] COc1ccc(CNC(=O)C(=O)NCC2OCCN2S(=O)(=O)c2ccc(OC)cc2)cc1 (configuration not stated)
→ . | -0.2 | 91 | -6 | -4 | 12 | -0.9 | 4 | 0 | -4
[20] Cc1ccc(S(=O)(=O)NCC(=O)OCC(=O)NC2CCCCC2)cc1
→ -5 | -0.3 | 103 | 28 | -3 | 18 | -0.4 | -5 | 2 | 7

Next results:
Every second line gives: CaV13 FRET inh | aDG glyco up | ABCB6 inh 2 | Vif imaging | PDI turbidity | MC4R antag cAMP | MC4R barr agon | m5-HT2A agonist | Glyco luc inh | Cardio protect
[21] CCc1ccc(C(=O)COC(=O)c2ccco2)cc1
→ . | -0.3 | 100 | 7 | -2 | -2 | -2.7 | 10 | 3 | -19
[22] COC(=O)C1CCN(c2cc(Cl)nc(N)n2)CC1
→ -4 | 0.4 | 99 | 6 | 3 | 10 | 0.1 | 2 | 1 | 12
[23] CCOC(=O)c1c(NC(=O)CN2CCN(C(=O)c3ccco3)CC2)sc(C)c1C
→ -6 | 0.1 | 101 | -10 | -4 | 3 | 3.9 | -1 | -2 | 3
[24] COc1ccc(C2C=C(c3ccc(C)cc3)Nc3ncnn32)cc1 (configuration not stated)
→ . | 0.0 | 92 | -14 | -3 | 4 | 1.0 | -2 | 3 | 10
[25] CCOc1ccccc1Nc1cc(C)nc2ccc(C)cc12
→ -20 | -0.1 | 96 | 18 | 6 | 13 | 0.2 | -5 | 3 | -10
[26] COc1ccccc1NC(=O)COc1ccc(C(=O)NCc2ccccc2)cc1OC
→ -5 | 0.2 | 99 | -7 | 7 | 11 | -2.5 | -9 | -1 | 5
[27] Cc1cc(OC(=O)c2ccc(C(C)(C)C)cc2)c([N+](=O)[O-])c(=O)[nH]1
→ -5 | 0.0 | 99 | 9 | 8 | 1 | -1.1 | 0 | 0 | 6
[28] COc1cc(NC(=O)COC(=O)CNC(=O)c2ccc(Cl)cc2)c(C)cc1[N+](=O)[O-]
→ -5 | -0.1 | 102 | -1 | 10 | 17 | 3.0 | -2 | 2 | 3
[29] Cc1cccc(C)c1NS(=O)(=O)c1ccc(-c2cnc(C3CC3)o2)cc1
→ -3 | -0.1 | 103 | -2 | -1 | -16 | -2.9 | -1 | 5 | -13
[30] COc1ccc(N(CC(=O)NC2CCCC2)C(=O)Cn2nnc(-c3ccc(C)cc3)n2)cc1
→ -5 | 0.0 | 96 | -5 | 9 | 2 | 1.0 | -1 | 0 | -10
[31] CC(C(=O)Nc1ccc(Cl)cc1)c1ncc(C(F)(F)F)cc1Cl (configuration not stated)
→ -7 | 0.1 | 105 | 2 | -1 | 0 | -0.1 | -4 | -2 | 0
[32] COc1ccc(CC(=O)OCC(=O)Nc2cccc(Br)c2)cc1
→ -5 | -0.4 | 98 | 74* | 24 | 1 | -2.5 | 4 | 1 | 15
[33] CCC(OC(=O)C1=Cc2ccccc2OC1)C(=O)NCc1ccco1 (configuration not stated)
→ -7 | 0.3 | 89 | 0 | -2 | 5 | 1.4 | 1 | 0 | -3
[34] Cc1ccn2cc(CCNC(=O)CC(C)(C)C)nc2c1
→ . | -0.2 | 99 | -7 | -10 | -2 | -2.5 | 1 | 0 | 9
[35] CCCCN(C(=O)c1cc2ccccc2o1)c1c(N)n(CCCC)c(=O)[nH]c1=O
→ -2 | 0.1 | 101 | . | -5 | 5 | 0.2 | -1 | 1 | 5
[36] CC(C)N(C(=O)COC(=O)c1ccccc1C(=O)c1ccc(Cl)c([N+](=O)[O-])c1)C(C)C
→ -5 | 0.2 | 92 | 28 | 5 | 19 | -5.0 | -6 | 3 | -16
[37] CCOc1ccc(C(=O)C(c2ccccc2)N2CCOCC2)cc1 (configuration not stated)
→ . | 0.0 | 103 | . | 2 | 11 | 1.6 | -1 | 0 | 19
[38] NC(=O)C1CCN(C(=O)C2CCC(=O)N(C3CCCCCC3)C2)CC1 (configuration not stated)
→ -3 | -0.4 | 94 | -1 | -2 | -1 | -2.6 | 6 | 3 | 3
[39] COc1ccc(-n2c(SCC(=O)O)nc3sc4c(c3c2=O)CCC4)cc1
→ -5 | -0.5 | 100 | 6 | 2 | 5 | -0.6 | -2 | 0 | -6
[40] N=c1sccn1CC(=O)Nc1ccccc1Cc1ccccc1
→ -4 | 0.1 | 99 | 3 | 2 | 2 | -1.3 | -3 | -2 | 3

Quoted from the listing.
In Glyco luc inh, Cc1cc(OC(=O)c2ccc(C(C)(C)C)cc2)c([N+](=O)[O-])c(=O)[nH]1 reads 0
In Vif imaging, COc1ccc(N(CC(=O)NC2CCCC2)C(=O)Cn2nnc(-c3ccc(C)cc3)n2)cc1 reads -5
In aDG glyco up, COc1ccccc1NC(=O)COc1ccc(C(=O)NCc2ccccc2)cc1OC reads 0.2

Compound profiles, from the list above. Order of screens: CaV13 FRET inh, aDG glyco up, ABCB6 inh 2, Vif imaging, PDI turbidity, MC4R antag cAMP, MC4R barr agon, m5-HT2A agonist, Glyco luc inh, Cardio protect
Listed for `CCC(OC(=O)C1=Cc2ccccc2OC1)C(=O)NCc1ccco1` (configuration not stated) = -7, 0.3, 89, 0, -2, 5, 1.4, 1, 0, -3
Listed for `CCc1ccc(C(=O)COC(=O)c2ccco2)cc1` = ., -0.3, 100, 7, -2, -2, -2.7, 10, 3, -19
Listed for `CCOC(=O)c1c(NC(=O)CN2CCN(C(=O)c3ccco3)CC2)sc(C)c1C` = -6, 0.1, 101, -10, -4, 3, 3.9, -1, -2, 3
Listed for `Cc1cccc(C)c1NS(=O)(=O)c1ccc(-c2cnc(C3CC3)o2)cc1` = -3, -0.1, 103, -2, -1, -16, -2.9, -1, 5, -13
Listed for `CC(C(=O)Nc1ccc(Cl)cc1)c1ncc(C(F)(F)F)cc1Cl` (configuration not stated) = -7, 0.1, 105, 2, -1, 0, -0.1, -4, -2, 0

Following part
Every second line gives: CaV13 FRET inh | aDG glyco up | ABCB6 inh 2 | Vif imaging | PDI turbidity | MC4R antag cAMP | MC4R barr agon | m5-HT2A agonist | Glyco luc inh | Cardio protect
[41] COc1ccccc1NC(=O)C(NC(=O)OC(C)(C)C)C(C)OCc1ccccc1 (configuration not stated)
→ -4 | 0.1 | 97 | -1 | -3 | 12 | 2.4 | -6 | -4 | -1
[42] O=C(N/N=C/c1cccc([N+](=O)[O-])c1)c1cnccn1
→ -5 | -0.1 | 105 | -2 | ? | 19 | 1.5 | -2 | 3 | -2
[43] CCCCNC(=O)CN(c1ccc(Cl)c(Cl)c1)S(C)(=O)=O
→ -6 | 0.1 | 100 | 11 | -12 | 9 | -2.7 | 2 | 2 | -1
[44] Cc1nc(NCc2ccc3c(c2)OCO3)c2oc3ccccc3c2n1
→ -6 | 0.0 | 99 | -4 | 0 | 3 | 1.5 | -4 | 2 | -12
[45] COC(=O)C1CCN(c2nc3ccccc3nc2C(C#N)C(=O)NCCc2ccccc2)CC1 (configuration not stated)
→ . | 0.4 | 113 | -7 | 0 | 5 | 0.8 | 0 | 0 | 6
[46] CNC(=S)NNC(=O)c1sccc1OCc1ccc(C)cc1
→ -9 | -0.3 | 95 | 1 | -15 | 4 | -1.4 | -1 | 0 | 2
[47] COc1ccc([C@H]2CC(=O)C=C(C#CC(C)(C)C)C2)cc1
→ -4 | 0.1 | 92 | -3 | 1 | -1 | -0.5 | 4 | 1 | -6
